# Screens: PubChem, several laboratories
# Arrestin-AP2 inh = inhibitors of human beta-arrestin and AP2 interaction. FITC-arrestin peptide / GST-AP2 beads, flow cytometry; AP2 beta2 appendage carries R879A mutation. inhibition, % at 10 µM. 340,000 tested, 0.31% active. AID 504490;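 active = inhibition above a set limit, near 3 SD of compounds lacking own fluorescence, cut at about 54% in these data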;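 note: plate controls were DMSO wells for no effect and 5 µM unlabelled arrestin peptide for full effect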
#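 System: GST-AP2 R879A glutathione beads. Medium: PBS with 0.05% Tween 20 and 0.1% BSA. Also added: FITC-arrestin peptide, 50 nM. Incubation: 12 min plus 1 h, RT. Measured by: high-throughput flow cytometry of beads, ex 488, em 535 nm. Evaluation: percent drop in bead-associated FITC signal.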
# SUMO Mot1 rescue = inhibitors of SUMOylation pathway: yeast Mot1-301 growth rescue | S. cerevisiae Mot1-301 growth rescue, ATP luminescence, 38.5C; percent above DMSO median, 100 means doubled | growth rescue, % at 18.8 µM | 320,000 tested, 1% active | AID 2716;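 active = every valid replicate shows activation above 250% relative to neutral control wells; inactive = the rest, any valid replicate at or below 250%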;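 note: OY570 slx delta 5 strain wells were the positive control but not used for scaling; some compounds called inactive have numbers as strong as hits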
# MOR-DOR ag = OPRM1-OPRD1 heterodimerization agonism | cells, luminescence | P35372+P41143 | 340,000 tested, 0.3% active | AID 504326 | activation, % at 9.3 µM; in the data active = activation above about 18%;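 note: 0% = vehicle-treated cells and 100% = reference agonist; values of inactives mirror those of a sister screen read the other way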
# Target sequence (P35372 whole entry, looked up): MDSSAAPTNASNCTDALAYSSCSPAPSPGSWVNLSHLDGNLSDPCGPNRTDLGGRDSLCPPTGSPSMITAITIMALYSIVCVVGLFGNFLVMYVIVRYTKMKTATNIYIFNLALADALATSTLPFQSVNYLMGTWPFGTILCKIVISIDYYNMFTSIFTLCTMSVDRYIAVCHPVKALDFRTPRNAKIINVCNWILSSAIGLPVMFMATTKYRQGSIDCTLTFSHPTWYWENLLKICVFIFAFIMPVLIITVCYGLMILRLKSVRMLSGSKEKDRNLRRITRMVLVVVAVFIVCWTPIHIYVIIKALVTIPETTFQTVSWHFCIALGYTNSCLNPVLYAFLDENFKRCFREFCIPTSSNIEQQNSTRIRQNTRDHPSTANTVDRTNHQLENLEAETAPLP
# Target sequence (P41143 whole entry, looked up): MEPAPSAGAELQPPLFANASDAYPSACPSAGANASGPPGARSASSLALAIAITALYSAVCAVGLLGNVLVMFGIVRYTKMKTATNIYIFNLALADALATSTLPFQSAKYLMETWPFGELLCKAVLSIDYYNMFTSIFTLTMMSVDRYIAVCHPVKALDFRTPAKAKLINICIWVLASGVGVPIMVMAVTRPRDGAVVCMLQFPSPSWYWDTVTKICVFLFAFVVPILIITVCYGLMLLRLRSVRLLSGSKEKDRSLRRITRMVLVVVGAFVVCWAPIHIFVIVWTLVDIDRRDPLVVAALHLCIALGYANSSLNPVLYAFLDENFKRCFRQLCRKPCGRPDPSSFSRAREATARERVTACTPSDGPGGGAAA
# AddAB inh = less growth of phage-infected E. coli with AddAB | E. coli expressing H. pylori AddAB, absorbance growth | inhibition, % at 11.9 µM | 330,000 tested, 0.29% active; in the data active = inhibition above about 12%;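 note: 0% = vehicle wells of infected cells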
# PKA-R1A act = activators of PKA-R1A complex. P00514+P68181. PKA-R1A dissociation, Cy5-IP20 fluorescence polarization; scaled: DMSO 0%, 113 µM cGMP 100%. activation, % at 11.4 µM. 340,000 tested, 0.083% active. AID 504707;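 active = percent activation above the mean of all tested compounds plus 3 SD, cut at about 19% in these data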;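 note: higher means more PKAc released from R1A so a rise in polarization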
# DSG3 Ab inh = blocks pemphigus antibody binding to human desmoglein-3. DSG3-coupled beads, scFv-anti-DSG3-GFP binding, flow cytometry; hits give low values. AID 588358. binding (percent of control), % at 10 µM. P32926. 310,000 tested, 0.48% active;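 active = binding more than 3 SD below its plate's average and above zero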;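 note: hits lower antibody fragment binding to DSG3; some compounds called inactive have numbers as strong as hits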
# Tat export inh = blocks Tat-dependent protein export in E. coli | 340,000 tested, 0.036% active | inhibition, % at 10 µM | E. coli MC4100 TorA-mCherry Tat export, fluorescence | AID 488895;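 active = mean replicate inhibition at least 50% and at least half of replicates individually reaching 50%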;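 note: exported cargo escapes ClpAP degradation while cytoplasmic cargo is degraded and loses fluorescence; 0% = median of neutral control wells and 100% = median of NaSCN control wells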
# PfHsp90 yeast 2 = reduces growth (ATP signal) of yeast expressing P. falciparum Hsp90; 310,000 tested, 0.32% active; inhibition, % at 9.4 µM; S. cerevisiae expressing PfHsp90, BacTiter-Glo ATP, 48 h; yeast lacking PDR1 and PDR3 efflux regulators;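 active = every replicate shows inhibition above about 80%, whatever the replicate mean, limit read from the data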;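 note: 0% = DMSO neutral controls and 100% = 20 µM radicicol positive controls; yeast relying on Plasmodium falciparum Hsp90 in place of its own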
# OPRM1-OPRD1 inv = inverse agonists of human mu-delta opioid receptor heterodimerization. 340,000 tested, 0.21% active. P35372+P41143. cell-based MOR-DOR heterodimer luminescence, inverse agonism. inhibition, % at 9.3 µM; in the data active = inhibition above about 22%, passing the limit was not always enough;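 note: 0% = cells with DMSO and 100% = wells without cells with DMSO; values of inactives mirror those of a sister screen read the other way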
# Ecoli viability = counter-screen for AddAB inhibitors: E. coli growth inhibition; AID 449728; E. coli V3065 growth, OD600 absorbance, 18 h; 330,000 tested, 0.27% active; inhibition, % at 11.9 µM;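 active = inhibition above the campaign's mean inhibition across all tested compounds plus 3 SD, cut at about 9.9% in these data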;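 note: uninfected addAB+ strain grown without phage in ampicillin broth; 0% = DMSO wells and 100% = ciprofloxacin 0.95 µg/ml wells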
# phage Ecoli inh = E. coli growth loss with phage present; inhibition, % at 11.9 µM; growth absorbance; 360,000 tested, 0.26% active; AID 651602; in the data active = inhibition above about 11%
# Starred values were filed as active, the others as inactive; i = inactive; . = not tested or not shown.
# Start of the data: the first 5 records, to show the layout:
SMILES,Arrestin-AP2 inh,SUMO Mot1 rescue,MOR-DOR ag,AddAB inh,PKA-R1A act,DSG3 Ab inh,Tat export inh,PfHsp90 yeast 2,OPRM1-OPRD1 inv,Ecoli viability,phage Ecoli inh
COCCn1c(SCC(=O)Nc2cccc(OC)c2)nnc1-c1ccccc1,-0.6,1.1,-1.7,-2.5,-10.1,105.7,13.6,18.1,9.8,1.4,2.5
O=C(CNS(=O)(=O)c1cccc(Cl)c1)Nc1ccc(-c2nc3ccccc3s2)cc1,49.6,65.6,3.2,4.3,-14.6,116.2,3.0,-10.0,-17.7,-1.6,3.9
CC(C)N(Cc1nc(-c2ccccc2)no1)C(=O)c1ccc([N+](=O)[O-])cc1,22.5,-1.5,4.2,1.8,-1.8,100.1,5.8,-8.3,-21.2,2.4,3.2
Cn1cc(CN2CCC(n3nccc3NC(=O)c3ccccc3Cl)CC2)c2ccccc21,-6.9,0.9,-1.6,3.2,-4.1,100.8,-1.0,2.7,8.7,-2.9,1.6
Cc1ccccc1OCCNC(=O)CSc1ccc(C(F)(F)F)cc1[N+](=O)[O-],-3.3,-7.4,1.9,-0.7,-7.7,.,1.3,-4.0,-9.3,-0.3,2.8

# The whole of this part, from the first entry:
SMILES,Arrestin-AP2 inh,SUMO Mot1 rescue,MOR-DOR ag,AddAB inh,PKA-R1A act,DSG3 Ab inh,Tat export inh,PfHsp90 yeast 2,OPRM1-OPRD1 inv,Ecoli viability,phage Ecoli inh
COCCn1c(SCC(=O)Nc2cccc(OC)c2)nnc1-c1ccccc1,-0.6,1.1,-1.7,-2.5,-10.1,105.7,13.6,18.1,9.8,1.4,2.5
O=C(CNS(=O)(=O)c1cccc(Cl)c1)Nc1ccc(-c2nc3ccccc3s2)cc1,49.6,65.6,3.2,4.3,-14.6,116.2,3.0,-10.0,-17.7,-1.6,3.9
CC(C)N(Cc1nc(-c2ccccc2)no1)C(=O)c1ccc([N+](=O)[O-])cc1,22.5,-1.5,4.2,1.8,-1.8,100.1,5.8,-8.3,-21.2,2.4,3.2
Cn1cc(CN2CCC(n3nccc3NC(=O)c3ccccc3Cl)CC2)c2ccccc21,-6.9,0.9,-1.6,3.2,-4.1,100.8,-1.0,2.7,8.7,-2.9,1.6
Cc1ccccc1OCCNC(=O)CSc1ccc(C(F)(F)F)cc1[N+](=O)[O-],-3.3,-7.4,1.9,-0.7,-7.7,.,1.3,-4.0,-9.3,-0.3,2.8
O=C(O)CSc1nnc(Cc2ccccc2)n1-c1ccccc1,1.3,-1.9,-1.3,-0.7,-11.0,.,-0.3,-4.9,7.2,-0.6,1.1
COc1ccc(NC(=O)/C=C/C(=O)O)c([N+](=O)[O-])c1,24.9,0.0,-2.4,0.9,1.3,112.5,0.7,8.1,12.0,3.5,0.8
CCc1ccc(C(C)NC(=O)C2CCCC2)cc1 (centres undefined),8.5,i,2.4,2.7,-4.4,118.0,8.0,5.0,-11.7,-0.3,-2.2
CC(NC(=O)COC(=O)CN1C(=O)NC2(CCCC2)C1=O)c1ccc(F)cc1 (centres undefined),0.3,.,-1.2,.,5.4,108.2,-2.5,-18.8,8.2,.,2.7
Nc1nnc(SCC(=O)OCc2ccc(Cl)c(Cl)c2)s1,7.4,20.0,-2.8,0.0,-5.1,98.3,-5.5,1.2,12.6,0.8,3.2
Cc1ccc(NC(=O)c2nc[nH]c2C(=O)N2CCOCC2)c(C(=O)c2ccccc2)c1,20.9,-3.4,0.9,1.6,-6.2,94.9,-3.7,-19.9,-4.1,0.8,1.6
COc1ccc2[nH]c3c(=O)n4c(nc3c2c1)SCC4,7.3,-4.5,-0.5,-0.8,-8.0,99.6,-7.1,-22.4,2.6,1.3,4.4
Cc1ccc(S(=O)(=O)NCCC(=O)OCC(=O)Nc2cccc(S(=O)(=O)NC3=NCCCCC3)c2)cc1,-7.8,-0.9,-0.6,1.2,-4.4,104.1,9.1,17.0,3.0,-2.1,0.7
COc1ccc(N2CCN(c3ccc(S(=O)(=O)N(C(C)C)C(C)C)cn3)CC2)cc1,-8.7,-20.6,2.0,1.2,0.1,115.4,-7.8,2.9,-16.0,-1.8,-2.8
O=C1c2ccccc2NC(c2ccc(Cl)cc2Cl)N1Cc1ccccc1 (centres undefined),-4.7,-15.4,1.3,3.4,-0.7,95.9,8.7,.,-6.6,2.3,2.6
Nc1nncn1C(=O)c1c(Cl)cccc1Cl,-3.6,-5.5,-0.1,0.2,-1.4,96.1,3.6,-3.5,0.6,-0.1,3.7
COC(=O)c1cnn2c1C(=O)N(Cc1cccs1)CC2,-6.1,2.3,1.1,-0.9,-5.6,118.0,-2.7,.,-5.3,-0.2,2.2
Cc1ccc(CSc2nnc([C@@H]3CCCN3)o2)cc1,10.1,-2.7,-2.6,1.6,5.2,104.4,-11.0,-3.4,12.7,1.6,-0.3
N#Cc1ccc(C(c2nnnn2Cc2ccccc2)N2CCCC2)cc1 (centres undefined),-2.9,5.7,-0.1,3.0,4.5,82.9,-1.2,.,0.5,1.6,0.6
CCOc1cc2[nH]c(=S)n(CCCN3CCN(C)CC3)c(=O)c2cc1OCC,-14.5,.,0.7,.,15.5,103.5,-5.4,17.3,-3.5,.,-0.9
C=C(C)CN(CC)C(=O)c1ccc(OC2CCN(S(=O)(=O)N(C)C)CC2)cc1,15.7,21.0,-1.1,2.8,-0.1,99.1,-3.1,-10.2,5.7,1.0,1.3
Cc1ccc(-c2nnc(NC(=O)c3ccco3)o2)c(C)c1,-14.6,-4.1,-1.6,-3.6,4.2,100.9,6.3,-22.1,10.3,-5.0,-4.5
O=C(OCC(=O)c1ccccc1Cl)C1=NN(c2ccccc2)C(=O)CC1,2.1,9.2,-3.9,-0.9,11.3,89.3,-8.4,.,20.6,-1.1,1.9
CCOC(=O)C1C(c2ccc([N+](=O)[O-])cc2)C2C(=O)NN=C2CC1(C)O (centres undefined),38.4,3.7,.,0.9,.,106.3,.,.,.,-1.3,-0.3
COC(=O)c1c(N)n(CCCN2CCOCC2)c2nc3ccccc3nc12,24.0,-3.6,-2.7,-1.1,15.3,96.1,-1.1,-12.0,15.8,-4.4,2.0
O=C(Cc1ccc([N+](=O)[O-])cc1)N/N=C/c1cccnc1,41.0,0.9,-3.2,-2.3,-12.5,113.7,-1.0,1.2,15.9,-3.3,-0.2
CCC1=[N+](CC(=O)c2ccc(Br)cc2)CCn2c(C)ccc21,4.4,-15.0,0.1,-2.3,4.4,102.3,-3.8,19.7,-0.6,-0.1,3.2
C=C(C)C(=O)N1CC2(CC(c3cccc(NC(=O)CCCCC)c3)=NO2)C[C@H]1C(N)=O (some centres undefined),1.3,367.6,-0.5,2.6,3.4,106.2,1.8,-14.4,3.1,-2.4,1.8
Cc1ccc(CNC(=O)C2CCCN(c3nc(C)cc(C)n3)C2)cc1 (centres undefined),7.4,-11.2,-2.6,1.5,-6.5,97.3,5.0,-6.1,12.9,-0.2,3.6
CCCOc1ccc(-c2nnn(CC(=O)c3ccc4c(c3)OCCO4)n2)cc1,-0.3,-8.8,2.9,1.6,-4.1,83.6,-3.9,9.8,-18.2,-1.3,2.2
CCOC(=O)/C=C1/SCC(=O)N1CCOc1cccc(Br)c1,4.0,.,2.1,.,-2.4,90.1,16.3,-38.7,-10.8,.,0.2
COc1ccccc1CNC(=O)COC(=O)COc1ccccc1F,10.2,-4.9,0.4,-0.3,-18.5,105.0,-1.0,7.6,-1.9,-0.9,-0.1
Cc1cnn(C(=O)c2cc(-c3ccccc3)nc3ccccc23)c1,9.7,1.5,2.8,0.1,-0.8,95.3,8.3,.,-14.1,-1.3,2.2
O=C(Nc1cccn(Cc2ccccc2)c1=O)NC1CCCCC1,-4.0,-17.3,-1.6,-1.1,-9.8,105.9,-0.2,-7.0,10.1,-1.5,1.8
CCNC(=S)Nc1ccc2c(c1)oc1ccccc12,7.0,41.3,-3.0,-1.7,-6.2,105.8,3.0,4.0,14.8,-1.1,5.5
O=C(c1ccco1)N1CCN(c2ccc(Cl)c(Cl)c2)CC1,-7.0,9.8,-1.4,3.4,0.8,102.6,10.4,-4.2,7.3,1.3,1.8
COc1cccc(C(=O)Nc2ccc(NC(C)=O)cn2)c1,1.2,-24.3,0.1,0.6,-5.8,89.3,22.6,13.5,-0.3,-0.6,1.4
O=C1NCCN1CCNS(=O)(=O)c1ccc(F)c(Cl)c1,6.2,-13.6,-1.8,-2.5,14.4,101.7,3.5,-0.8,9.3,-3.2,-2.0
CN(CCOc1ccc(Cl)cc1)C(=O)c1cc(-c2ccco2)nc2ccccc12,-8.8,-1.9,-0.1,4.9,-3.9,101.8,7.7,-0.5,0.9,-1.2,0.8
O=C(NCCc1ccccc1)c1cccc(N2CCCC2=O)c1,-2.1,-4.0,-1.9,2.2,4.4,102.5,-10.3,3.4,10.1,-1.6,.
CCN(c1ccccc1)S(=O)(=O)c1ccc(C(=O)Nc2c(C)n(C)n(-c3ccccc3)c2=O)cc1,8.2,-13.5,-1.4,-0.7,-4.7,89.7,-8.9,.,7.1,-1.8,5.2
CSc1nc(-c2ccccc2)nc(SC)c1C(C)=O,7.3,15.2,0.2,0.9,-10.1,101.9,6.0,0.1,-1.4,-1.5,3.7
Cc1noc(C)c1C(c1ccccc1)c1ccccc1,-7.8,-5.9,1.8,-0.6,7.1,102.0,0.7,3.6,-9.9,-0.9,.
COc1ccc(N(C(=O)c2ccc(S(=O)(=O)N3CCOCC3)cc2)C2C=CS(=O)(=O)C2)cc1 (centres undefined),16.3,-3.7,-0.5,-0.2,-18.4,78.8,-6.2,10.5,2.8,-1.9,0.0
Cc1nc2ncnn2c(N2CCN(C(=O)c3cccc(F)c3)CC2)c1C,-2.0,0.7,-1.8,3.4,3.3,96.9,7.6,-6.3,10.5,1.7,1.4
CCC(=O)c1ccc2c(c1)OCCO2,24.4,8.3,-1.6,3.2,5.8,.,3.6,22.7,7.9,2.5,0.1
COc1cc(OC)cc(C(=O)NC(=S)N2CCN(c3ccc(C(F)(F)F)cc3[N+](=O)[O-])CC2)c1,19.8,-2.5,-4.6,0.4,-0.6,91.4,5.7,.,22.9,-0.5,1.5
COC(=O)COc1ccc(S(=O)(=O)NCc2ccccn2)cc1,23.4,-3.6,-3.1,-0.5,0.9,99.6,-6.9,-2.7,14.1,0.2,0.4
COc1ccc(Nc2nc(C)cc(C)c2C(N)=O)cc1,-8.5,.,-0.4,3.2,4.6,100.9,-8.0,7.9,2.4,-1.3,3.3
CC1CCc2c(sc(NC(=O)COC(=O)c3ccc(O)cc3)c2C#N)C1 (centres undefined),-32.6,-15.9,-2.3,-0.2,-8.6,108.5,-14.3,.,11.2,1.2,-1.4
O=C(NC1CC1)c1cc(-c2ccco2)nc2ccccc12,-4.0,.,-1.1,.,-4.1,71.7*,0.7,-18.6,6.0,.,.
